# Bioassay records from PubChem.
# PAD4 FP inh = inhibitors of human PAD4. recombinant PAD4, RCA probe fluorescence polarization. inhibition, % at 6.36 µM. 0.41% of 330,000 active. AID 485272;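 active = percent inhibition above a cutoff equal to the mean of all tested compounds plus 3 SD, cut at about 15% in these data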;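 also: 0% = PAD4 with RCA probe and DMSO and 100% = probe without PAD4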
# PAFAH1B2 FP inh = inhibitors of human PAFAH1B2. inhibition, % at 3.39 µM. 1.2% of 340,000 active. P68402. recombinant PAFAH1B2, FP-rhodamine activity probe, fluorescence polarization;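 active = inhibition above the mean of all tested compounds plus 3 SD, cut at about 24% in these data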;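 also: 0% = enzyme with DMSO and 100% = wells lacking PAFAH1B2; many of its hits are not listed in these tables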
# LYPLA1 inh = counter-screen for PME1 inhibitors: inhibitors of human LYPLA1; inhibition, % at 5.9 µM; O75608; 0.16% of 320,000 active; AID 2174; recombinant LYPLA1, FP-Rh probe fluorescence polarization;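 active = inhibition above the mean of all tested compounds plus 3 SD, set per campaign, cut at about 14% in these data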;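 also: inhibitors block serine hydrolase probe labeling of LYPLA1 so polarization falls; 0% = enzyme with DMSO and 100% = wells lacking LYPLA1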
# PAFAH2 FP inh = PAFAH2 (human) inhibition | recombinant PAFAH2, FP-rhodamine activity probe, fluorescence polarization | inhibition, % at 3.39 µM | 0.99% of 340,000 active | AID 492956;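 active = inhibition above the mean over all tested compounds plus 3 SD, cut at about 30% in these data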;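 also: inhibitors block probe labeling of enzyme so polarization drops; 0% = enzyme with DMSO and 100% = wells lacking PAFAH2 protein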
# PAFAH1B3 FP inh = inhibitors of human PAFAH1B3 | Q15102 | 0.28% of 340,000 active | inhibition, % at 3.39 µM | recombinant PAFAH1B3, FP-rhodamine probe, fluorescence polarization | AID 492972;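 active = inhibition above the screen-wide average of all tested compounds plus 3 SD, cut at about 25% in these data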;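 also: 0% = enzyme with DMSO only and 100% = wells lacking PAFAH1B3 protein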
# Target sequence (Q15102 whole entry, looked up): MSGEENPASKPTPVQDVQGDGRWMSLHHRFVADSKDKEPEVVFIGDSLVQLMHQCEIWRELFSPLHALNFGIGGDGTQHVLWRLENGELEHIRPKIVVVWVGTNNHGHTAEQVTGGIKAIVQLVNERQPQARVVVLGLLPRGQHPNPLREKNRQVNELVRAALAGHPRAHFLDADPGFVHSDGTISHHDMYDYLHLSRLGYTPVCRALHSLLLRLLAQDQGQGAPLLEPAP
# pPAFAH inh = pPAFAH (human) enzyme inhibition; Q13093; recombinant pPAFAH, FP-rhodamine probe fluorescence polarization; inhibition, % at 3.39 µM; 1.5% of 330,000 active;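 active = inhibition above the mean inhibition across the screen plus 3 SD, cut at about 25% in these data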;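 also: inhibitors block binding of the rhodamine activity-based probe so polarization drops; 0% = enzyme with DMSO and 100% = wells lacking pPAFAH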
# Target sequence (Q13093 whole entry, looked up): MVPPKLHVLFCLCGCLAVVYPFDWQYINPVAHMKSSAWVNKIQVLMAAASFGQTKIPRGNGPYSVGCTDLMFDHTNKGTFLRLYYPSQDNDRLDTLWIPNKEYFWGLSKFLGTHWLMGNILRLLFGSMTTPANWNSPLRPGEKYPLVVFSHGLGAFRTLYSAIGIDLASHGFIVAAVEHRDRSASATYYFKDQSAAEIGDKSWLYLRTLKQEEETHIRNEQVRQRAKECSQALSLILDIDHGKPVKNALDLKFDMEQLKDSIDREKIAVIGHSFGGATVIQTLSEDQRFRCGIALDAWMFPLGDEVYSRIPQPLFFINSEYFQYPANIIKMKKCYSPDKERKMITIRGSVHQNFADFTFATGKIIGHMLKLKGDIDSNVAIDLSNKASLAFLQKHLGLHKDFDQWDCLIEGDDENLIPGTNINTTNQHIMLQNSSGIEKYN
# LYPLA2 inh = LYPLA2 (human) inhibition in PME1 counter-screen. O95372. recombinant LYPLA2, FP-Rh probe fluorescence polarization. inhibition, % at 5.9 µM. 0.38% of 320,000 active;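 active = inhibition above the screen-wide mean plus 3 SD, limit set per campaign, cut at about 26% in these data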;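 also: 0% = LYPLA2 with DMSO and 100% = wells lacking LYPLA2 enzyme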
# PREPL inhibitor = inhibits the human prolyl oligopeptidase-like enzyme; Q4J6C6; recombinant PREPL, fluorescence polarization activity-based probe; inhibition, % at 5.96 µM; 0.68% of 320,000 active; in the data active = inhibition above about 43%;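 also: 0% = enzyme with DMSO and 100% = wells lacking enzyme; many of its hits are not listed in these tables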
# GSTO1 inh = blocks human GSTO1 in RBBP9 counter-screen. P78417. recombinant GSTO1, activity-based probe fluorescence polarization. inhibition, % at 5.96 µM. 1.1% of 300,000 active. AID 1974;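 active = inhibition above the campaign mean inhibition plus 3 SD, cut at about 35% in these data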;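 also: 0% = GSTO1-1 with DMSO and 100% = wells lacking GSTO1-1 enzyme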
# Target sequence (P78417 whole entry, looked up): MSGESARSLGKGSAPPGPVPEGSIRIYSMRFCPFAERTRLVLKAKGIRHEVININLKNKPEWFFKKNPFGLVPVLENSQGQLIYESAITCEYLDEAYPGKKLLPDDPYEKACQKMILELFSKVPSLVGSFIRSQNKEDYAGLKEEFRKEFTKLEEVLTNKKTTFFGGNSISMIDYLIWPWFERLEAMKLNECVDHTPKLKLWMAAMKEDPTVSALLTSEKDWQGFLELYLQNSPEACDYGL
# * marks the source's active call; other numbers are inactive results; nt = no result given. Only part of the results is shown; the hit share may differ from the screen's.
# Values run as follows: PAD4 FP inh	PAFAH1B2 FP inh	LYPLA1 inh	PAFAH2 FP inh	PAFAH1B3 FP inh	pPAFAH inh	LYPLA2 inh	PREPL inhibitor	GSTO1 inh
CCCNC(=O)c1ccccc1NS(=O)(=O)c1ccc2c(c1)OCCO2
    -8	5	-2	5	8	2	-5	1	-20
CCN(CC)S(=O)(=O)c1cccc(NC(=O)c2ccc(SC)cc2OC)c1
    4	-3	-6	-5	-6	8	-7	13	19
Oc1ccccc1-c1nnc(COc2ccc(Cl)cc2Cl)o1
    2	5	6	8	2	2	4	14	13
Cn1c(=O)c2c(nc(NCc3ccccc3)n2CC(=O)NCc2ccccc2)n(C)c1=O
    -2	5	0	7	4	0	-6	-2	4
COC(=O)C[C@H]1c2cc(C(F)(F)F)ccc2S(=O)(=O)N1Cc1ccc(OC)cc1
    0	9	2	3	10	8	11	10	6
COc1ccc(-c2[nH]ncc2C=O)cc1
    -2	-1	0	-17	5	2	-5	2	2
Cc1c(N2C(=O)C(=O)/C(=C(/O)c3ccc(Br)cc3)C2c2cccnc2)c(=O)n(-c2ccccc2)n1C (configuration not stated)
    2	4	-1	4	7	2	6	5	3
O=C(NCCO)c1ccc(-c2nnc(Nc3ccc(O)cc3)c3ccccc23)cc1
    -1	2	0	-6	4	1	-2	5	4
Cc1cc(Nc2ccccc2)n(-c2ccccc2)n1
    2	2	-2	-3	6	5	-2	-1	-1
O=c1nc(N(c2ccccc2)c2ccccc2)[nH]c(=O)[nH]1
    -3	8	2	-4	2	-2	0	2	3
CC1(C)CC(=O)C2=C(C1)N(c1ccccc1)C(N)=C(C#N)C2c1cccnc1 (configuration not stated)
    -1	0	2	2	8	1	4	-1	-2
C/C(=N\NC(N)=S)c1ccncc1
    1	nt	2	nt	nt	-1	9	-8	17
CCOC(=O)N1CCN(c2c(NCCc3ccc(OC)c(OC)c3)c(=O)c2=O)CC1
    4	3	2	-7	6	2	-2	-1	-1
Cc1ccc(S(=O)(=O)/N=C2\SC(CC(=O)Nc3ccc(F)cc3)C(=O)N2c2ccccc2)cc1 (configuration not stated)
    2	32*	-15	-5	-1	3	-22	5	3
CCOC(=S)SCC(=O)Nc1nc(-c2ccccc2)cs1
    25*	0	-2	-6	2	3	2	20	3
O=c1cnc2ccccc2n1Cc1ccc(Br)cc1
    -2	3	2	5	-1	2	16	-16	-2
CCOC(=O)c1cccc(NC(=O)CNC(=O)C2CCCCC2)c1
    -4	1	-1	12	-5	1	0	19	2
CCOc1ccccc1CN1CCNC(=O)C1CC(=O)N(C)CCC1CCOCC1 (configuration not stated)
    -2	2	-4	0	10	0	-9	0	-5
CCN(C(=O)COC(=O)c1cc2c(s1)CCCCC2)C1CCS(=O)(=O)C1 (configuration not stated)
    0	4	4	5	-2	-4	4	10	0
COC(=O)c1ccc(NC(=O)CC2C(=O)N(C)C(=S)N2Cc2ccc(S(N)(=O)=O)cc2)cc1 (configuration not stated)
    -4	6	1	-1	-4	-6	5	15	-3
NC(=O)c1ccc(-c2nnn(CC(=O)Nc3cccc(S(=O)(=O)N4CCCC4)c3)n2)cc1
    -4	0	-6	-10	4	-1	-13	-7	nt
O=C(C1CC(c2ccc(F)cc2)=NO1)N1CCCc2ccccc21 (configuration not stated)
    0	11	2	0	7	6	10	7	4
CCCn1nnc(NC(=O)c2ccc3c(c2)OCO3)n1
    0	10	0	4	6	-5	3	28	-1
CC(=O)NCC(=O)OCC(=O)c1ccc(Br)cc1
    0	12	1	1	6	-1	-3	-1	1
Cc1nc(N)sc1C(=O)N/N=C/c1ccco1
    -4	-1	1	8	3	1	-2	-1	-4
O=C(COC(=O)/C=C/c1cccs1)Nc1ccc(F)cc1
    4	2	0	82*	6	7	5	2	nt
CCOC(=O)C(=O)NCc1ccc(/C=C2/N=C(C)C(C(=O)OCC)=C2O)o1
    -4	-3	-1	2	4	6	-5	11	17
CCC(=O)N(c1nnc(SCC(=O)c2ccc[nH]2)s1)C1CC1
    0	2	nt	5	9	6	nt	-2	nt
COc1ccc(OC)c(C(=O)COC(=O)c2cc(C)oc2C)c1
    -4	-1	-1	4	13	2	1	11	15
O=C1C=C(c2ccc(F)cc2OCc2ccccc2)C[C@@H](c2ccc3c(c2)OCO3)C1
    -1	0	-3	-6	-6	-4	-5	0	nt

# Exported field by field: part of the list above
structure: O=C(C1CC(c2ccc(F)cc2)=NO1)N1CCCc2ccccc21 (configuration not stated)
  PAD4 FP inh: 0 | PAFAH1B2 FP inh: 11 | LYPLA1 inh: 2 | PAFAH2 FP inh: 0 | PAFAH1B3 FP inh: 7 | pPAFAH inh: 6 | LYPLA2 inh: 10 | PREPL inhibitor: 7 | GSTO1 inh: 4

structure: CCCn1nnc(NC(=O)c2ccc3c(c2)OCO3)n1
  PAD4 FP inh: 0 | PAFAH1B2 FP inh: 10 | LYPLA1 inh: 0 | PAFAH2 FP inh: 4 | PAFAH1B3 FP inh: 6 | pPAFAH inh: -5 | LYPLA2 inh: 3 | PREPL inhibitor: 28 | GSTO1 inh: -1

# Later entries:
# Values run as follows: PAD4 FP inh	PAFAH1B2 FP inh	LYPLA1 inh	PAFAH2 FP inh	PAFAH1B3 FP inh	pPAFAH inh	LYPLA2 inh	PREPL inhibitor	GSTO1 inh
CN(C)c1ccc(CNCCC2(O)CCOC(C)(C)C2)cc1 (configuration not stated)
    -2	4	2	1	5	4	8	2	8
COc1ccc(NC(=O)CCNS(=O)(=O)c2ccc3[nH]c(=O)oc3c2)cc1Cl
    -1	2	3	-1	8	2	3	14	4
O=C1CSc2ccc(S(=O)(=O)CCC(=O)NC3CCCCC3)cc2N1
    -8	1	1	1	7	5	-1	4	53*
N=c1n(CCO)c2ccccc2n1Cc1ccc(Cl)cc1
    -2	1	-2	-3	6	6	4	-71	6
C=CCSc1nc2sc3c(c2c(=O)[nH]1)CCC3
    2	2	0	5	1	5	2	15	-27
CN(C(=O)COC(=O)CNC(=O)c1ccc(C(C)(C)C)cc1)c1c(N)n(Cc2ccccc2)c(=O)[nH]c1=O
    -4	3	0	3	9	1	5	10	-6
CC(=O)C[C@H]1c2cc(C(F)(F)F)ccc2S(=O)(=O)N1Cc1ccccc1
    -4	2	-2	-6	2	8	4	-1	-6
Cc1ccc(-n2c(=O)c3sccc3n(CC(=O)NCC3CCCO3)c2=O)cc1F (configuration not stated)
    2	-1	-5	-4	4	5	1	0	0
CC1Cc2cc(/C(O)=C3/C(=O)C(=O)N(CCN4CCOCC4)C3c3ccc(N(C)C)cc3)ccc2O1 (configuration not stated)
    -4	9	-1	5	7	5	-4	0	-6
Cc1cc(NC(=O)NC(=O)c2ccccc2F)no1
    -3	2	6	-7	3	2	3	-3	5
CC(C)Cc1cc(-c2ccco2)c(C#N)c(N)n1
    -6	1	-1	-1	4	4	-1	8	3
Cc1noc(/C=C/N(C)C)c1S(=O)(=O)N1CCCC(C(=O)NCc2ccco2)C1 (configuration not stated)
    -1	6	0	-1	-3	6	0	4	1
Cc1ccccc1C(=O)NC(=S)NC1CCS(=O)(=O)C1 (configuration not stated)
    2	3	-3	-2	4	7	11	2	6
Cc1ccc(/C=N/NC(=O)Cc2c(F)cccc2Cl)s1
    -3	5	0	2	5	5	0	15	11
CCC(=O)Nc1ccc(S(=O)(=O)N2CCC(c3nc4ccccc4[nH]3)CC2)cc1
    3	0	-2	1	2	-2	5	7	-1
O=C(CSc1nccn1Cc1ccccc1)NC1CCCC1
    1	-1	-4	1	8	2	1	1	11
CC1SC(c2ccccc2Cl)NC1=O (configuration not stated)
    3	1	-4	12	3	-1	-3	-18	-3
Cc1ccc(NC(=O)CCCc2c[nH]c3ccccc23)nc1
    5	1	2	2	2	1	0	-2	1
CCS(=O)(=O)n1nc(-c2cccnc2)nc1NCc1ccc(F)cc1
    -4	2	3	8	5	-2	-3	2	1
O=C(c1ccco1)N1CCN(C(=O)c2cc(Cl)nc3ccccc23)CC1
    4	3	3	3	9	6	3	0	20
Cc1nn(C)cc1CNC(=O)C1(C)CC1(Cl)Cl (configuration not stated)
    1	5	1	-3	6	0	7	-1	3
CCC1CCCCN1CCNC(=O)CCS(=O)(=O)c1ccc(Br)cc1 (configuration not stated)
    2	5	1	-10	4	0	1	21	5
O=C(Nc1cccc(Oc2ccc3c(c2)C(=O)NC3=O)c1)c1cccs1
    0	-3	-5	10	-5	0	1	-16	-1
COC(CNC(=O)c1ccc2c3c(onc13)-c1ccccc1C2=O)OC
    -10	5	-1	0	11	7	-8	28	34
N#Cc1cccc(C(c2nnnn2CCc2ccccc2)N2CCN(C3CCCCC3)CC2)c1 (configuration not stated)
    4	6	10	-2	3	-2	-1	13	-3
O=S(=O)(N[C@H]1C[C@@H](NS(=O)(=O)OCC(Cl)(Cl)Cl)C2CCCCC21)OCC(Cl)(Cl)Cl (some centres not stated)
    -1	4	-8	16	3	7	-12	-6	-6
CC(/C=C1\SC(=S)N(C(C(=O)O)c2ccccc2)C1=O)=C\c1ccccc1 (configuration not stated)
    -1	4	-3	17	2	3	-6	9	11
COc1ccc(OC)c(/C=N/NC(=O)CC(=O)NC2CCCCC2)c1
    7	0	-7	3	-3	2	1	7	6
CCSC1=C(C#N)C(c2ccccc2Cl)CC(=O)N1 (configuration not stated)
    -1	-1	-3	0	6	-2	-1	3	-1
COc1ccc(F)cc1C(=O)C1CCCN(Cc2c[nH]c3ccccc23)C1 (configuration not stated)
    -3	3	4	-2	-6	-4	1	-4	5
NNC(=O)CN1CCN(c2ncc(C(F)(F)F)cc2Cl)CC1
    0	4	-2	5	4	3	-11	-6	7
CC(C(=O)NC(=O)NC1CCCCC1)N1CCN(c2ccccn2)CC1 (configuration not stated)
    0	2	-1	-15	-9	4	-1	-4	-1
O=C(Nc1ccccc1N1CCCCC1)c1ccc(F)cc1
    -1	7	1	3	-1	8	2	4	-5
COc1ccc(C2CC(c3ccc(F)cc3)Nc3nc(N)nn32)cc1 (configuration not stated)
    -3	1	1	3	4	-3	-2	38	-2
CCOC(=O)N1CCN(C(=O)CN(Cc2ccc(Cl)cc2)S(=O)(=O)c2ccccc2)CC1
    1	5	-2	-1	3	-5	-3	11	3
COc1cc(NC(=O)CN(C)C2CCCCC2)c(C)cc1[N+](=O)[O-]
    4	2	-5	3	0	-1	-5	-5	-4
COCC(C)NC(=O)C1c2ccccc2Oc2ccccc21 (configuration not stated)
    -5	-1	0	-4	0	-1	-1	10	-2
O=C(NCCn1ccc2ccccc21)c1ccc(S(=O)(=O)N2CCOCC2)cc1
    0	10	-4	6	5	1	-1	8	3
Cc1oc(C(C)(C)C)cc1C(=O)N1CCCC1C(=O)O (configuration not stated)
    -5	0	0	-7	4	0	4	12	-3
NC(=O)c1nsc(C(=O)N(c2cccc(O)c2)C(C(=O)NC2CCCC2)c2ccc(Cl)cc2)c1N (configuration not stated)
    -1	-5	-5	-9	-6	0	-11	-12	16
Cc1cccc(NS(=O)(=O)c2cccc(C(=O)NCC(c3ccco3)N3CCCCC3)c2)c1 (configuration not stated)
    -3	0	0	-3	-4	33*	-6	-12	8
Cc1cccc(NC(=O)C2CCN(C(=O)[C@@H]3Cc4ccccc4CN3)CC2)c1
    -3	1	-3	-7	0	4	5	3	2
O=C(Cn1cc2c(n1)CCCCC2)N1CCc2ccccc21
    -8	5	3	-6	1	-9	-10	-2	-8
Clc1ccc(-n2c(SC/C=C/c3ccccc3)nnc2-c2cccnc2)cc1
    -2	2	0	-1	3	5	1	16	-1
Cc1cccc(-c2nnc3n2N=C(c2ccccc2Br)CS3)c1
    0	0	-3	2	2	5	1	-8	-5
CCOC(=O)c1cn(CC)c2ccc(Br)cc2c1=O
    -3	-1	-1	-6	7	2	0	8	-6
